TRb-SRC2 inh – inhibitors of human thyroid hormone receptor beta-SRC2 interaction | TRbeta-SRC2 peptide binding, fluorescence polarization; receptor liganded with 1 µM T3 | actives 0.065% (n = 280,000) | Potency, µM (highest dose often 106 µM), for the others: at the highest dose activity change, negative = inhibition, usual class: inhibitors;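 further: plate controls were bound peptide for no effect and peptide without receptor for full effect; nearly all actives have a fitted effect of over 50% in size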
Target sequence (P10828 whole entry, looked up): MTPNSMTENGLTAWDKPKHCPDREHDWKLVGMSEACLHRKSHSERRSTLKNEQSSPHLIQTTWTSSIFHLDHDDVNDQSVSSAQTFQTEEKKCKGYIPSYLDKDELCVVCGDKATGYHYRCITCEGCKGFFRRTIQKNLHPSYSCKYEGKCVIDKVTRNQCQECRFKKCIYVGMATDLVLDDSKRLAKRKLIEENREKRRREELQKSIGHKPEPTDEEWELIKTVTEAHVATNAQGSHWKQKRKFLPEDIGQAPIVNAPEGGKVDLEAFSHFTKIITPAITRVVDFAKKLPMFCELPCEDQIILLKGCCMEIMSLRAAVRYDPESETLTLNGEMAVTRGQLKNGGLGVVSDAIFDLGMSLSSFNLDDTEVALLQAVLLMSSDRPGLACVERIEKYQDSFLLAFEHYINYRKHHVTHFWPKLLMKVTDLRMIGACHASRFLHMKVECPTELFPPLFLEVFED
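Fluorescence polarization of 20 nM Texas Red SRC2 peptide with 0.6 uM human TRb ligand-binding domain, in Tris buffer with 1uM T3 and 5% DMSO. Incubated 5 hr ambient; normalized to unbound and bound controls.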
GoLoco inh red – RGS12 GoLoco-Gai1 interaction inhibition. P63096. Gai1:RGS12 GoLoco peptide FP, rhodamine, 10 min. Potency, µM (doses to about 61.6 µM), for the others: at the top dose activity, negative = inhibition, most hits filed as inhibitors. actives 0.44% (n = 230,000); active means well fitted inhibition curve with a large enough effect, not every such curve was filed as active; inactive means no such curve, though single readings can be large or run the other way; further: nearly all actives have a fitted effect of over 30% in size; many of its hits are not listed in these tables
GAA inh – alpha-glucosidase (human) inhibition; AID 1466; Potency, µM (titrated, usually from 76.9 µM), for the others: top-dose activity change, negative = inhibition, usual class: inhibitors; actives 0.005% (n = 200,000); P10253; purified human GAA, 4-MU-alpha-glucoside fluorescence;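 further: plate controls were uninhibited enzyme wells for no effect and no-enzyme background for full effect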
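Enzyme (4 nM final) mixed with compound (up to 77 uM), then 4-MU-alpha-D-pyranoside (400 uM final) added; 20 min at room temperature, pH 5.0. Reaction stopped at pH 10, fluorescence read, AC50 derived by Hill fit.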
GAA spleen mod – inhibitors or activators of human alpha-glucosidase in spleen homogenate; actives 0.006% (n = 240,000); Potency, µM (top dose mostly 79.9 µM), for inactives: at the highest dose activity change, negative = inhibition, hits mostly inhibitors; human spleen homogenate, 4-MU-alpha-glucoside fluorescence;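 further: 0% = enzyme with vehicle and -100% = no enzyme basal signal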
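Compounds were titrated against alpha-glucosidase in spleen homogenate at pH 5.0, with 1 mM 4-methylumbelliferyl substrate for 40 min at 37 C. Reactions were quenched with pH 10 NaOH/glycine and fluorescence measured.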
TR SRC2 fluor cs – Texas Red fluorescence interference in TRb-SRC2 counter-screen | TRb/SRC2 Texas Red total fluorescence interference | Potency, µM (titrated, usually from 106 µM), for inactives: at the highest dose fluorescence change, negative = quenching | actives 0.29% (n = 280,000) | AID 1479; active means well fitted curve in either direction with a large enough effect; inconclusive means small, poorly fitted or top-dose-only effect
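Flags fluorescent or light-absorbing compounds by total fluorescence, S + 2P, at 555 nm excitation and 632 nm emission. Mixture: 20 nM Texas Red SRC2 peptide, 0.6 uM human TRb LBD, 1 uM T3, 5% DMSO; compound exposure 5 h at ambient temperature.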
L3MBTL1 inh – blocks human L3MBTL1; Q9Y468; AlphaScreen L3MBTL1–H3K9me1 peptide binding; Potency, µM (doses to about 57.1 µM), inactives show top-dose activity, negative = inhibition, actives largely listed as inhibitors; actives 0.66% (n = 230,000); further: nearly all actives have a fitted effect of over 60% in size
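AlphaScreen assay: L3MBTL1 (50 nM final) was preincubated 30 min at room temperature with biotinylated H3(1-15)K9me1 peptide (75 nM final), then 30 min with library compounds; streptavidin donor and nickel chelate acceptor beads (10 ug/mL final) added, 30 min dark.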
RECQ1 inh – RECQ1 (human) helicase inhibition; P46063; RECQ1 DNA unwinding, red fluorescence kinetic read; Potency, µM (doses to about 57.3 µM), for the others: top-dose activity, negative = inhibition, most hits filed as inhibitors; actives 0.54% (n = 240,000); AID 2549;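 further: plate controls were vehicle for no effect and no enzyme for full effect; nearly all actives have a fitted effect of over 30% in size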
Target sequence (P46063 whole entry, looked up): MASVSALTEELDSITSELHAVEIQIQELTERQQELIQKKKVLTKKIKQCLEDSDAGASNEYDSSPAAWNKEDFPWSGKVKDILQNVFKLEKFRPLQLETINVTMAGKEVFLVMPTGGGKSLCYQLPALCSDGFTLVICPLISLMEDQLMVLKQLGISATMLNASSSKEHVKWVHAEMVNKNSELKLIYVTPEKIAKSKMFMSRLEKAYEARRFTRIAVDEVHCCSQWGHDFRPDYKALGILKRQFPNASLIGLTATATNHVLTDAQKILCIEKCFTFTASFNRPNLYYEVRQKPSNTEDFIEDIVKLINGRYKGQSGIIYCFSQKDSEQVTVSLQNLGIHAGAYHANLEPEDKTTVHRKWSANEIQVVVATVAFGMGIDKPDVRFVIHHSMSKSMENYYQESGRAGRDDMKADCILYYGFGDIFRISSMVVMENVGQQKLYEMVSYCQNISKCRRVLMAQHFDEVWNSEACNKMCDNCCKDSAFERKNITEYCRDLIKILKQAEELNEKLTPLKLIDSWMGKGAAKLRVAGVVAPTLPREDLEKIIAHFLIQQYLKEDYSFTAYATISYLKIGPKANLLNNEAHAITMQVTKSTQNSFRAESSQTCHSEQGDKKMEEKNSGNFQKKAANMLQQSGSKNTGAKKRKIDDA
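50 nM RECQ1T1 preincubated 15 min with compound in Tris pH 8.0 buffer with MgCl2, DTT, Tween-20 and 2.5 ug/ml poly(dI-dC); started with 200 nM TAMRA/BHQ-2 forked duplex and 2 mM ATP. Unwinding read as fluorescence (525/598 nm), two reads 2 h apart.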
GAA glycogen mod – alters human alpha-glucosidase cleavage of glycogen; P10253; recombinant GAA, glycogen substrate, Amplex Red glucose oxidase fluorescence; Potency, µM (series often up to 76.4 µM), inactives show top-dose activity change, negative = inhibition, hits mostly inhibitors; actives 0.38% (n = 300,000); AID 2100;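 further: 0% = full enzyme reaction and -100% = no-enzyme basal signal; the screen sought inhibitors and activators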
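Recombinant enzyme (4 nM final) with compounds titrated up to 77 uM and bovine liver glycogen (30 ug) in citrate pH 5.0, 0.01% Tween-20, 37 C 40 min. Released glucose detected by Amplex Red/glucose oxidase (Ex 573/Em 610); AC50 from Hill fits.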
* hit, by the source's call; i = inactive; u = inconclusive; x = no result given; & = joins results of further samples; [ ] = remark or other dose. Unless noted, the call rests on the fitted dose curve; in most records, active means well fitted curve in the direction sought with a large enough effect; inconclusive means small, poorly fitted or top-dose-only effect, or another doubt; inactive means no such curve, though single readings can be large; an effect the other way counts as inactive or inconclusive. Unless noted, on the % scale 0 is the no-effect control and ±100 the full control effect; potency means the concentration at half of the fitted maximal effect. Some of the compounds tested; the hit share may differ from the screen's.

cpd | canonical_smiles | TRb-SRC2 inh | GoLoco inh red | GAA inh | GAA spleen mod | TR SRC2 fluor cs | L3MBTL1 inh | RECQ1 inh | GAA glycogen mod
1 | Cc1ccc(S(=O)(=O)N2CCOCC2)cc1C(=O)NCCN1C(=O)S/C(=C\c2ccccc2Cl)C1=O | -1.2% | 11.0% | 3.7% | 1.7% | -0.6% | -12.7% | -3.9% | 7.2%
2 | N/C(=N\OC(=O)c1ccc(Br)cc1)c1ccccc1 | -0.6% | -6.4% | -0.4% | -1.4% | 1.0% | 12.3% | -5.2% | 5.4%
3 | CC1CN(S(=O)(=O)c2ccccc2)CC(C)O1 (centres undefined) | 3.2% | -6.8% | -8.0% | -2.9% | 0.4% | x | -0.8% | 1.0%
4 | CCC(=O)Nc1ccc(Cl)c(NC(=S)NC(=O)COc2ccccc2)c1 | -3.8% | -0.2% | 1.2% | -7.3% | -1.3% | 4.9% | -4.3% | 8.6%
5 | CCOc1ccc(N=C(/C(C(=O)C(=O)N2CCOCC2)=C(/O)c2ccccc2)c2ccccc2)cc1 | 0.9% | -60.4% | x | 4.2% | -3.5% | 9.1% | i | -9.1%
6 | Cn1cc([N+](=O)[O-])c(C(=O)Nc2ccc3nc(-c4ccccc4)[nH]c3c2)n1 | -0.4% | 3.4% | 0.0% | 3.6% | -8.8% | -0.1% | -0.4% | -0.4%
7 | Nn1c(SCC(=O)NC2CCCCC2)nnc1-c1ccccc1 | 4.5% | -7.2% | -4.2% | 2.2% | 0.0% | -0.4% | i | -15.3%
8 | O=C(O)c1ccc(/C=N/Nc2ccc(F)cc2F)cc1 | -3.5% | 1.4% | 7.1% | -3.1% | -7.1% | -4.5% | i | u
9 | Cc1ccc(-c2c3c(=O)n(C)c(=O)n(C)c3cn2Cc2cccnc2)cc1 | -3.4% | -6.1% | -2.1% | -2.3% | 0.3% | 1.9% | i | 9.4%
10 | COc1ccc(C/C(O)=C(\C#N)c2nc3ccccc3s2)cc1 | -4.3% | 6.6% | -2.8% | -5.1% | -7.3% | -5.6%[11.4 µM] | 1.2% | 6.1%
11 | Cc1cccc(OCC(=O)Nc2ccc(S(=O)(=O)N3CCCC3)cc2)c1 | -2.9% | 9.7% | -1.5% | 3.1% | -3.5% | -7.8% | -4.4% | -0.3%
12 | CCCCn1c(N)c(N(CC)C(=O)c2cccc(OC)c2)c(=O)[nH]c1=O | 5.0% | -0.6% | 0.7% | -2.5% | -1.1% | x | i | -6.5%
13 | CCOC(=O)c1nc(-c2ccc(OC)c(OC)c2)no1 | 2.2% | 5.8% | -5.2% | x | 2.5% | -28.3% | -15.6% | 9.3%
14 | CC(NS(=O)(=O)c1ccc2c(c1)OCCCO2)C(=O)O (centres undefined) | 2.9% | -4.9% | -0.8% | -6.1% | -75.7% | 10.7% | -5.2% | 5.0%
15 | Cn1cccc1CC(=O)N/N=C\c1c2ccccc2cc2ccccc12 | -5.0% | 10.3% | 1.1% | -8.0% | -9.2% | -1.0% | -20.7% | -14.4%
16 | O=C(Nc1ccc(S(=O)(=O)N2CCOCC2)cc1)c1ccco1 | -4.3% | 6.5% | -1.7% | -5.9% | -4.5% | 3.6%[11.4 µM] | -16.2% | -2.7%
17 | O=C(NN=C1CCCCCCCCCCC1)c1cccnc1 | -8.2% | 7.6% | -2.9% | x | 1.2% | -0.6% | -3.4% | -17.0%
18 | O=C(c1cc(-c2cccnc2)nc2ccccc12)N1CCCc2ccccc21 | -10.6% | 20.2% | 0.8% | 4.3% | 0.9% | 0.7% | -6.0% | -10.6%
19 | O=C(NCc1ccncc1)Nc1ccc2c(c1)OCO2 | 5.0% | -15.7% | 5.3% | 1.0% | -3.1% | -3.5% | -3.6% | 8.0%
20 | CC(=O)Nc1ccc(S(=O)(=O)N(CC(=O)Nc2cc(C)on2)Cc2ccc(F)cc2)cc1 | -1.5% | -2.0% | x | -4.3% | -0.3% | -3.9% | -1.7% | 5.6%
21 | CC(=O)C1=C(O)C(=O)N(c2nccs2)C1c1ccccc1 (centres undefined) | -0.6% | 11.2% | -6.3% | -4.9% | -5.8% | x | -6.5% | -11.3%
22 | Cc1ccc(NC(=S)Nc2ccccn2)c(C)c1 | -11.3% | 10.9% | x | 3.0% | -1.2% | -14.0% | -4.8% | 1.5%
23 | COc1ccc(CCNC(=O)Cn2cnc3scc(-c4ccccc4)c3c2=O)cc1OC | 7.3% | -0.3% | u | -9.5% | 6.0% | 0.5% | i | -20.1%
24 | COc1ccc2[nH]c(=O)c3c(c2c1)OC(C)(C)C=C3 | 5.0%&-3.9%&-1.3% | 27.4%&2.6%&4.4% | -10.0%[15.4 µM] | -0.9%&0.1%&-3.9% | -1.3%&-1.3%&-1.1% | -5.7% | -1.3%&-6.8%&-12.3% | 3.0%
25 | O=C1c2cccc3cccc(c23)C(=O)N1CCCCCc1n[nH]c(=S)o1 | 3.2% | -4.2% | -3.8% | -0.9% | -6.4% | x | -3.5% | 3.9%
26 | COC(=O)N1[C@H](Cc2ccccc2)C=C[C@]1(C)C(=O)NCc1ccc(N(C)C)cc1 | 9.4% | -5.6% | x | -5.3% | -3.8% | x | -2.6% | x
27 | CC(NC(=O)C(=O)Nc1nccs1)c1ccccc1 (centres undefined) | -7.6% | 1.6% | x | 7.1% | 0.0% | 7.6% | -1.4% | -1.1%
28 | O=C(COC(=O)C1=COCCO1)Nc1ccccc1Oc1ccccc1 | -2.5% | 6.7% | -1.1% | -14.3% | 0.9% | 5.5%[11.4 µM] | u | 1.2%
29 | C/C(=N\OC(=O)NC1CCCCC1)c1sc(-c2ccccc2)nc1C | -2.4% | 2.3% | -2.4% | -0.4% | 2.5% | 10.1% | -22.8% | -6.5%
30 | Cc1ccc(S(=O)(=O)Nc2cc(C)nn2-c2ccccc2)cc1 | 6.9% | -5.5% | -2.3% | -2.3% | -0.9% | -9.4% | -11.3% | 6.3%
31 | CC(C)(C)C1CC=C2C(C#N)=C(N)C(C#N)(C#N)C(c3cccs3)C2C1 (centres undefined) | -16.0% | 5.3% | -0.1% | -5.5% | -2.7% | x | -3.4% | -1.4%
32 | CCC(CO)N=CC1=C(O)CC(C)(C)CC1=O (centres undefined) | -0.9% | -1.4% | -3.5% | -7.5% | -0.6% | -1.6% | -11.0% | -6.4%

Compound profiles (already shown). Order of screens: TRb-SRC2 inh	GoLoco inh red	GAA inh	GAA spleen mod	TR SRC2 fluor cs	L3MBTL1 inh	RECQ1 inh	GAA glycogen mod
Shown for COC(=O)N1[C@H](Cc2ccccc2)C=C[C@]1(C)C(=O)NCc1ccc(N(C)C)cc1 → 9.4%	-5.6%	x	-5.3%	-3.8%	x	-2.6%	x
Shown for O=C1c2cccc3cccc(c23)C(=O)N1CCCCCc1n[nH]c(=S)o1 → 3.2%	-4.2%	-3.8%	-0.9%	-6.4%	x	-3.5%	3.9%

Next records
cpd | canonical_smiles | TRb-SRC2 inh | GoLoco inh red | GAA inh | GAA spleen mod | TR SRC2 fluor cs | L3MBTL1 inh | RECQ1 inh | GAA glycogen mod
33 | Cn1cccc1/C=C1\CCc2ccccc2C1=O | 8.2% | 8.1% | 1.4% | 0.2% | -1.6% | x | -8.1% | -1.5%
34 | Cc1cccc(NC(=S)NNC(=O)c2csc(C)c2)c1 | 8.6% | -3.4% | -3.8% | 1.5% | 1.5% | 1.7% | 0.6% | 3.1%
35 | CC1=NNC(=O)C1C(c1cccc(O)c1)C(C#N)C#N (centres undefined) | 6.8% | 4.1% | x | -2.0% | -3.5% | 13.3% | -12.5% | -13.0%
36 | CCN(Cc1ccccc1)Cc1nc(CCc2ccccc2)no1 | 0.5% | 9.3% | -9.5% | -4.7% | -1.2% | 52.3%[activator] | -9.7% | -9.4%
37 | CC1=C(C(=O)NCCN2CCOCC2)C2(CCC(C)CC2)OC1=O (centres undefined) | -7.1% | 2.4% | 1.8% | 1.2% | 0.9% | -0.7% | i | 8.3%
38 | O=C(Cn1ncc2c1-c1ccccc1OC2)N(Cc1ccco1)C1CCCCC1 | 3.2% | 9.2% | -5.0%[15.4 µM] | -6.6% | -0.1% | -0.8% | -14.3% | 6.8%
39 | Cc1ccc(N(CC(=O)NCCSCc2ccco2)S(=O)(=O)c2ccc(C)cc2)cc1 | 0.2% | 8.8% | 4.7% | 2.8% | -4.5% | -3.1% | -7.9% | -5.2%
40 | CCc1nnc(NC(=O)c2ccc(N(C)S(=O)(=O)c3ccccc3)cc2)s1 | -0.9% | 2.1% | -1.9% | -2.7% | -4.4% | 7.2% | i | -1.7%
41 | COC(=O)c1ccc(NC(=O)Nc2ccc(OC)c(OC)c2)cc1 | 1.7% | 5.7% | -7.5% | 1.0% | -2.0% | -8.9% | i | -0.7%
42 | C=C(C)COc1ccc(-c2n[nH]c(C)c2-c2ccccc2OC)c(O)c1 | 6.7% | 0.8% | -5.3% | -2.7% | 0.6% | -4.7% | -13.8% | -24.0%
43 | CCOC(=O)N1CCC(Nc2c(NCCN3CCN(c4cccc(Cl)c4)CC3)c(=O)c2=O)CC1 | -1.0% | 3.1% | -8.9% | 2.3% | -0.2% | x | -16.7% | 12.6%
44 | COc1ccc([N+](=O)[O-])cc1/C=N/NC(=O)Cc1ccccc1 | -0.4% | 22.6% | u | -1.1% | -1.2% | -0.4% | 10.6% | 5.1%
45 | COc1ccccc1CNC(=O)c1ccc(S(=O)(=O)N2CCCC2)cc1 | -2.9% | x | -2.9% | -4.9% | -0.7% | -4.3% | i | 3.6%
46 | COc1ccc(C(=O)OCC(=O)c2cc(OC)ccc2OC)c(OC)c1 | -1.7% | -7.8% | -7.3% | -7.6% | 4.6% | -0.7% | i | -4.2%
47 | CCCCCCCC(=O)Nc1ccc(C(=O)N/N=C/c2cccc([N+](=O)[O-])c2)cc1 | -4.0% | 13.6% | -0.3% | -3.4% | -0.5% | -0.2% | i | 8.5%
48 | CC(=O)OCc1c(C(F)(F)F)nn(C)c1Sc1ccccc1 | 0.0% | -4.6% | -1.6% | 1.3% | -1.8% | 14.7% | i | 1.1%
49 | CCC(CC)C(=O)Nc1c2c(nn1-c1ccc(OC)cc1)CS(=O)(=O)C2 | 3.1% | 3.9% | -4.5% | 4.4% | -1.8% | 1.7% | -15.1% | -1.3%

Screening results as filed in PubChem.
